High-throughput results: PubChem BioAssay, several laboratories
ASAP1 inh: ASAP1 ArfGAP inhibition | inhibition, % at 16.5 µM | ASAP1-stimulated ARF1 GTP hydrolysis, GDP FP detection | 360,000 tested, 0.19% active | AID 624377 | Q9ULH1; in the data active = inhibition above about 25%;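 note: 0% = vehicle with enzyme and substrate and 100% = no enzyme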
PLCb3 inh: PLC-beta3 (human) inhibition, primary screen. Purified PLC-beta3, fluorogenic substrate, fluorescence. inhibition, % at 12.2 µM. 370,000 tested, 0.18% active. AID 720704; in the data active = inhibition above about 11%;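 note: 0% = median of compound wells on plate and 100% = full blocker control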
ARFGAP1 inh: inhibits rat ARF GTPase activating protein 1 | AID 651572 | Q62848 | inhibition, % at 16.5 µM | 360,000 tested, 0.26% active | Arfgap1-stimulated ARF1 GTP hydrolysis, GDP FP detection;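 active = inhibition above a per-plate limit, mean inhibition of low control wells plus 3 SD, cut at about 25% in these data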;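 note: 0% = DMSO wells with enzyme and 100% = wells lacking Arfgap1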
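system = rat Arfgap1 catalytic domain, aa 1-136 | technique = FP, GDP Alexa 633 tracer displaced from anti-GDP antibody, 620/688 nm | compound = one concentration, 16.5 µM, DMSO 1.26% | medium = HEPES-based buffer, pH 7.5 | timing = compound-enzyme preincubation 20 min, reaction 120 min, detection 60 min, 25 °C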
KLK7 zymogen act: activates the human kallikrein-7 zymogen. P49862. activation, % at 7 µM. purified proKLK7, EDANS-DABCYL substrate fluorescence; 100% is mature enzyme control, 0% vehicle. AID 652039. 370,000 tested, 0.9% active;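 active = activation above the mean of all tested compounds plus 3 SD, computed per campaign excluding outliers beyond control limits, cut at about 13% in these data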
UHRF1 binding: human UHRF1 methylated DNA binding inhibitors; Q96T88; UHRF1 binding to methylated oligo, TR-FRET; inhibition, % at 4.4 µM; 370,000 tested, 0.75% active; AID 687016; in the data active = inhibition above about 21%;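 note: UHRF1 SRA domain binding a hemimethylated CpG hairpin DNA probe; 0% = median of test compound wells and 100% = reference inhibitor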
Tn6 DDE FP: inhibitors of Tn6 peptide binding to human fibrin DD(E); Fibrin DD(E) TRITC-Tn6 fluorescence polarization displacement; inhibition, % at 8.3 µM; 370,000 tested, 0.21% active;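 active = inhibition above a per-campaign cutoff: mean of compounds within control limits plus 3 SD, cut at about 15% in these data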;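 note: 0% = median of all compound wells on the plate and 100% = blocking peptide control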
PLCg1 inh: blocks human PLC-gamma1 enzyme activity. 370,000 tested, 0.84% active. P19174. inhibition, % at 12.2 µM. purified PLC-gamma1, fluorogenic substrate, fluorescence. AID 720700; in the data active = inhibition above about 9.5%
NR1D1 modulator: Rev-erb alpha (human) modulation. P20393. Rev-erbα–FITC-DNA binding, fluorescence polarization, 90 min. activity, % at 10 µM. 370,000 tested, 0.79% active;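 active = activity above about 14%, limit read from the data; passing the limit was not always enough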;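 note: 0% = DMSO wells with 35 nM protein and 100% = DMSO wells with 750 nM protein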
DDE Tn7 FP inh: DD(E)-Tn7 binding inhibition, primary FP screen | P02675 | FP displacement of FITC-Tn7 peptide from fibrin DD(E); 0% = median of compound wells per plate | inhibition, % at 8.3 µM | 370,000 tested, 0.13% active | AID 720508;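 active = inhibition above the mean of compounds falling within the control limits plus 3 SD of them, cut at about 14% in these data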;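 note: 0% = plate median of compound wells and 100% = 10 µM Aha-Tn7 peptide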
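System: human fibrin DD(E); quantity: Fibrin-DD(E) at 2 µM final; also added: fluorescent Tn7 probe at 0.1 µM; compound dosing: single nominal test concentration of 8.3 µM per compound; schedule: 10 min preincubation, 3 h with tracer, room temperature; detection: fluorescence polarization of the labelled Tn7 tracer; repeats: one replicate per compound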
HGIII-sPLA2 inh: Inhibits HGIII-sPLA2 liposome hydrolysis, primary screen | 370,000 tested, 0.56% active | QFRET BODIPY PC-A2 liposome hydrolysis, fluorescence | AID 743126 | inhibition, % at 12.2 µM;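 active = inhibition above mean plus 3 SD of compounds lying within the high and low control bounds, cut at about 19% in these data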;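 note: 0% = median of test compound wells and 100% = no enzyme DMSO wells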
An asterisk follows results filed as active; . = no result given.

SMILES	ASAP1 inh	PLCb3 inh	ARFGAP1 inh	KLK7 zymogen act	UHRF1 binding	Tn6 DDE FP	PLCg1 inh	NR1D1 modulator	DDE Tn7 FP inh	HGIII-sPLA2 inh
CCNC(=O)C12CCC(C)(c3nc4cc(C)c(C)cc4nc31)C2(C)C (configuration not stated)	2.8	-0.7	4.1	-0.2	0.5	3.7	-3.7	7.9	-0.3	6.7
O=C(NC(=S)Nc1ccccc1)c1csnn1	9.3	0.2	0.2	0.6	-4.0	-3.3	0.1	.	-3.6	4.0
Cc1cc(NCc2ccccn2)n2c(nc3ccccc32)c1C#N	-6.3	-169.4	11.6	-2.4	0.3	-0.5	-127.2	1.5	1.5	5.9
CCCCN1CC2=C(C1=O)C(c1ccc(O)cc1)NC(=O)N2C (configuration not stated)	6.1	-0.6	-7.0	0.4	1.1	-0.7	-1.9	-2.2	-2.6	-1.6
ON(CCc1ccccn1)Cc1ccccc1	0.4	-9.3	-0.8	1.4	-1.1	0.6	-9.7	-4.4	2.5	9.6
O=C1CCC(c2ccc(-n3ccnc3)cc2)=NN1	-6.4	0.5	-3.5	0.1	-2.1	9.2	0.9	-2.8	-0.3	-1.1
CC(C)NC(=O)C1(C)CN(S(C)(=O)=O)CC(=O)N1CCCN1CCOCC1 (configuration not stated)	-8.6	1.7	0.7	-0.1	-0.6	-10.1	-5.3	1.4	6.9	4.8
COc1ccc(C(=O)N[C@H]2CCCCNC2=O)cc1OC1CCN(C(C)C)CC1	10.2	-3.5	12.2	0.6	-0.6	5.0	1.5	-0.5	-0.9	-2.0
Cc1ccccc1SCC(=O)OCC(=O)N(C)c1c(N)n(Cc2ccccc2)c(=O)[nH]c1=O	-1.8	-2.7	-8.2	0.1	-3.6	-5.8	3.3	-2.2	-1.9	10.4
COc1ccc(-n2nc(C)cc2N)cc1	-0.7	1.3	-8.2	0.2	3.5	8.8	-1.6	-4.4	4.7	-4.3
Cc1ccc(Cc2c(C)nc3nc(SCC(=O)NCc4ccco4)nn3c2C)cc1	0.7	-2.5	-7.5	0.7	-3.5	2.6	-4.7	3.7	-1.5	-5.8
Nc1ncnc2c1ncn2[C@@H]1O[C@H](C(=O)N[C@@H](CO)Cc2ccccc2)[C@@H](O)[C@H]1O	8.5	3.4	1.0	0.2	-0.8	2.4	-1.0	-1.1	0.8	0.6
O=C(NC(Cc1ccccc1)C(=O)O)/C(=C/c1ccccc1)NC(=O)c1ccccc1 (configuration not stated)	9.7	-10.0	2.5	0.0	8.5	-8.3	-0.3	0.7	2.9	14.9
CC1CCCCN1C(=O)c1cc(S(=O)(=O)N2CCOCC2)ccc1Cl (configuration not stated)	-5.4	-8.4	3.7	0.0	-0.3	0.7	1.5	5.4	2.0	3.2
CC(=O)c1c(-c2ccc(C)cc2)nc2c3ccccc3ccn12	0.8	-0.9	-12.0	0.1	-0.3	5.8	-4.6	-1.7	-3.7	6.1
CCCCNC(=S)Nc1cccc2cnccc12	-6.4	-11.0	-5.6	0.5	-0.2	6.7	-11.4	3.1	-0.8	7.7
C=C(C)c1cccc(C(C)(C)NC(=O)Nc2ncccn2)c1	-10.4	4.7	9.7	-0.1	2.0	3.4	6.8	-0.2	2.1	-8.5
O=C(CSc1ccccc1C(=O)N1CCCCC1)NCC1CCCCC1	16.1	-4.0	2.6	0.0	-1.6	-2.3	-35.8	0.2	-1.8	-3.8
Cc1ccc(NC(=O)CNS(=O)(=O)c2ccc(F)cc2)cc1C	16.8	-4.5	-5.7	-0.1	2.0	-3.8	1.7	3.1	-2.7	-31.5
COc1cc(NS(=O)(=O)c2ccc(N/C=C\C(=O)c3ccc(C)cc3)cc2)nc(OC)n1	-3.1	-28.8	7.0	-0.2	-1.2	12.9	-24.5	2.6	9.4	-20.0
CC(C)(C)OC(=O)N1CCC(NC(=O)c2[nH]cnc2C(=O)Nc2ccccc2)CC1	13.3	1.2	-12.9	-0.2	2.1	2.1	-0.4	-0.7	3.9	5.2
CCCOc1ccc2c(=O)c(N3C(=O)c4ccccc4C3=O)c(C)oc2c1	3.0	-45.9	-6.5	-0.9	2.1	-1.2	-31.8	3.3	7.0	-0.1
O=C(CCN1C(=O)c2ccccc2C1=O)N1CCOCC1	-6.6	5.9	-2.4	-0.4	-1.1	2.1	3.1	2.8	-4.9	9.6
CCOc1cc2c(C#N)c(N(CC)CC)nc(N)c2c(N)n1	33.1*	-63.8	19.7	-0.9	-9.3	1.8	-43.9	3.2	-7.1	-5.9
CCN(CC)S(=O)(=O)c1cc(NC(=O)CCCOc2ccc(C(C)=O)cc2)ccc1C	-7.3	-0.1	2.2	-0.3	0.0	-4.4	-0.2	2.1	-4.0	-22.4

Individual results from above:
COc1cc(NS(=O)(=O)c2ccc(N/C=C\C(=O)c3ccc(C)cc3)cc2)nc(OC)n1 – PLCg1 inh = -24.5
O=C(NC(=S)Nc1ccccc1)c1csnn1 – PLCb3 inh = 0.2

Additional results follow:
SMILES	ASAP1 inh	PLCb3 inh	ARFGAP1 inh	KLK7 zymogen act	UHRF1 binding	Tn6 DDE FP	PLCg1 inh	NR1D1 modulator	DDE Tn7 FP inh	HGIII-sPLA2 inh
O=C(NC1CC1)C(Cc1ccccc1)NS(=O)(=O)c1ccccc1F (configuration not stated)	10.8	0.2	-8.6	-1.0	-5.0	0.7	1.0	3.3	-2.6	2.7
O=C(/C=C/c1ccc(Cl)cc1Cl)N(Cc1ccc(Cl)cc1)C1CCS(=O)(=O)C1 (configuration not stated)	-8.1	2.8	-2.3	-0.6	-2.8	-3.0	-0.4	-2.8	-2.4	1.4
CC(OC(=O)C1CC2CCCC(C1)C2=O)C(=O)Nc1cccc([N+](=O)[O-])c1 (configuration not stated)	-11.5	-0.8	12.1	-0.1	-0.5	0.7	0.8	-7.2	-8.8	-9.0
CC(C)OC(=O)/C(=C\c1cccc2ccccc12)NC(=O)c1ccccc1	-0.3	-0.1	-2.1	0.8	-1.8	2.4	3.9	-1.5	-6.8	-5.7
COc1cc(NC(=O)C2CCN(S(=O)(=O)c3cccnc3)CC2)cc(OC)c1OC	-4.1	-3.0	12.8	-0.3	7.3	-11.7	-1.4	-2.6	0.8	-0.9
S=C1NC2(CCCC2)N=C1c1ccccc1	-7.2	1.6	14.6	0.6	-2.5	5.8	-1.6	-0.1	3.8	11.5
COC(=O)C1C2C=CC3(CN(c4cccc(Cl)c4)C(=O)C13)O2 (configuration not stated)	-8.0	2.1	-2.1	-0.6	0.9	-6.1	3.2	0.6	1.6	0.9
CCN(C(=O)Nc1ccccc1OC)c1c(N)n(Cc2ccccc2)c(=O)[nH]c1=O	5.4	7.6	-9.0	-0.2	2.6	-3.7	7.4	-0.1	-5.6	13.2
O=C(Oc1ccc2c(c1)CCC2)N1CCOCC1	-5.6	-0.5	-2.4	0.0	1.4	0.7	-2.8	0.9	5.8	3.0
COc1cc(-c2cc(C(=O)Nc3ccncc3)c3ccccc3n2)cc(OC)c1OC	-2.6	-102.9	1.0	1.6	0.0	-1.6	-89.4	2.7	-7.2	-8.5
COc1ccccc1CCC(=O)NC1CCCN(c2ccc(C(F)(F)F)cn2)C1 (configuration not stated)	-12.2	-6.4	-2.8	-0.2	0.2	4.2	0.0	4.3	7.4	4.5
Cc1ccccc1Cn1c(=N)n(CC(=O)c2ccco2)c2ccccc21	-6.2	0.6	6.4	-0.5	1.5	8.0	0.9	-9.2	2.9	-1.6
COC(=O)C1=C(C)Nc2nc3ccccc3n2C1c1cc(OC)c(OC)c(OC)c1 (configuration not stated)	0.9	-12.6	-9.4	0.9	2.6	0.0	-5.7	-1.2	1.1	10.7
O=C(CCc1ccccc1)Nc1ccnn1C1CCN(Cc2ccc(OCCO)cc2)CC1	8.3	-6.8	8.1	0.5	3.8	8.0	-2.7	-0.8	-5.1	5.5
Cc1ccc(S(=O)(=O)/C(C#N)=C/c2c(N3CCC(C(N)=O)CC3)nc3c(C)cccn3c2=O)cc1	-4.9	-31.9	-4.0	0.9	22.1*	-2.5	-19.1	0.3	1.6	-8.0
CCC(=O)Nc1ccc(/C(C)=N/NC(=O)c2c(-c3ccccc3Cl)noc2C)cc1	-9.0	-2.7	-2.4	-0.1	-2.3	11.6	-3.9	4.0	2.5	13.9
N[C@@H](Cc1ccccc1)c1nnc(SC/C=C/c2ccccc2)o1	5.8	-5.5	9.8	0.0	-0.7	3.5	-1.5	1.1	-2.4	-0.2
Cc1ccc(NC(=O)C2CCN(S(=O)(=O)c3c(C)noc3/C=C/N(C)C)CC2)cc1	-18.4	-17.4	1.9	-1.0	-0.1	-1.6	-8.0	-1.3	-7.3	-2.3
COc1cc(-c2c(C#N)c(N)nc3[nH]c(=S)[nH]c(=O)c23)ccc1O	-11.8	0.9	2.5	0.6	0.3	6.6	3.9	-2.2	0.2	-2.9
COCc1cc(C)nc(OCC(=O)N/N=C/c2ccc(OC)c(OC)c2)c1C#N	5.5	-3.9	2.3	-0.6	3.6	-9.3	0.0	-0.6	-4.8	6.2
CN(C)CCN(C(=O)C1CCN(S(=O)(=O)c2cccs2)CC1)c1nc2c(F)cccc2s1	-12.8	-4.7	-3.2	-0.1	-2.9	1.0	-3.1	3.3	-11.1	0.0
O=C(NCc1ccccc1)[C@H]1CCCN1C(=O)[C@H]1CCCN1C(=O)c1cccc2ccccc12	-0.5	-7.2	-4.8	-0.1	-0.1	3.8	-4.5	-2.6	6.5	0.5
CCOc1ccc(S(=O)(=O)Nc2nc3ccccc3nc2-n2ccc(=NC(=O)c3ccccc3C)cc2)cc1	2.0	-26.5	7.2	1.7	-1.4	-6.5	-13.5	39.1*	6.4	2.3
Cc1ccc(S(=O)(=O)N(Cc2ccccc2)c2ccccc2C(=O)Nc2ccccc2C(=O)NCc2ccco2)cc1	-11.7	-10.9	3.2	-6.6	2.8	-6.6	-9.1	3.6	-7.9	-21.6
CSc1sc(C)cc1C=O	11.6	-0.7	2.5	-0.1	0.9	1.3	-0.9	-4.1	-4.0	-3.3

5 compounds from above, reduced to KLK7 zymogen act, HGIII-sPLA2 inh and ARFGAP1 inh.
SMILES | KLK7 zymogen act | HGIII-sPLA2 inh | ARFGAP1 inh
COC(=O)C1C2C=CC3(CN(c4cccc(Cl)c4)C(=O)C13)O2 (configuration not stated) | -0.6 | 0.9 | -2.1
CCN(C(=O)Nc1ccccc1OC)c1c(N)n(Cc2ccccc2)c(=O)[nH]c1=O | -0.2 | 13.2 | -9.0
O=C(Oc1ccc2c(c1)CCC2)N1CCOCC1 | 0.0 | 3.0 | -2.4
COc1cc(-c2cc(C(=O)Nc3ccncc3)c3ccccc3n2)cc(OC)c1OC | 1.6 | -8.5 | 1.0
COc1ccccc1CCC(=O)NC1CCCN(c2ccc(C(F)(F)F)cn2)C1 (configuration not stated) | -0.2 | 4.5 | -2.8
